S-ASM inh = blocks human secretory acid sphingomyelinase; P17405; placental ASM, HMU-PC fluorogenic substrate, 60 min; Potency, µM (titrated, usually from 57.5 µM), without a hit: at the top dose activity change, negative = inhibition, actives largely listed as inhibitors; hit rate 0.006% among 340,000; also: potency is read from the fitted curve at half-maximal effect
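HMU-PC0 cleavage (9 uM final) by human placental ASM, 60 min at 37 °C following 10 min compound exposure at RT; stopped at pH 10, fluorescence Ex 386/Em 447 nm.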
ELG1 genotox = genotoxicity induction in ELG1-luciferase HEK293T cells; HEK293T ELG1-luciferase reporter, luminescence, 16 h; Potency, µM (top dose mostly 46 µM), for inactives: top-dose activity change, positive = activation, usual class: activators; hit rate 1.3% among 330,000; AID 504466; also: potency is read from the fitted curve at half-maximal effect; % of control where 0% means no effect; nearly all actives have a fitted effect of over 60% in size
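HEK293T cells expressing luciferase-tagged ELG1 were exposed to compound or DMSO vehicle for 16 hr at 37 °C and 5% CO2. Luciferase activity was then measured with ONE-Glo after 30 min at room temperature.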
USP2a block = inhibitors of human ubiquitin-specific protease USP2a; hit rate 0.01% among 330,000; AID 463254; Potency, µM (series often up to 38.3 µM), for the others: at the top dose activity change, negative = inhibition, most hits filed as inhibitors; USP2 core, Ub-CHOP2 coupled fluorogenic reporter, 485/531;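 also: potency is read from the fitted curve at half-maximal effect; plate controls were DMSO wells for no effect and full inhibition by NEM control for full effect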
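Deubiquitinase activity read as fluorescence (485/531 nm) after Ub-CHOP2 cleavage activates the enterokinase reporter on its substrate; USP2 core 10nM, Ub-CHOP2 and substrate 25nM each, 30min compound preincubation then 60min RT; data normalized to NEM, curves fitted.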
PTAP TSG101 blk = blocks PTAP/TSG101 interaction to inhibit HIV-1 budding; AID 493005; Fluorescence polarization, FITC-PTAP peptide / Tsg101 binding; 340,000 tested, under 10 active; Q99816; Potency, µM (titrated, usually from 115 µM), without a hit: at the top dose activity change, negative = inhibition, usual class: inhibitors; active = well fitted inhibition curve with a large enough effect in the main read-out, with a control signal flat, not every such curve was filed as active; inconclusive = small, poorly fitted or top-dose-only effect, or effect the other way, or a change in a side signal; inactive = no such curve, though single readings can be large or run the other way; also: potency is read from the fitted curve at half-maximal effect; % of control where 0% means no effect
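Fluorescence anisotropy tracks displacement of a FITC-tagged PTAP peptide (50 nM) from the Tsg101 binding domain (10 uM), following a 20 min room-temperature incubation at pH 7.5.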
TRPV1 agonist = agonists of human vanilloid receptor 1 (TRPV1). Q8NER1. TRPV1-expressing cells, Fluo-8 calcium influx, agonist mode. activation, % at 8.33 µM. hit rate 0.19% among 320,000. AID 540275; in the data active = activation above about 80%; inconclusive = between about 30% and that limit; also: 0% is about no effect
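Fluo-8 calcium influx in TRPV1-expressing cells, kinetic read (ex 480/em 520 nm). Compound added and read 3 min for agonist activity, followed by capsaicin at EC20 final and 2 min further read for enhancement.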
BRCA1 expr up = activators of BRCA1 expression. MCF7-BRCA1-FFLuc reporter, luminescence, 48 h; response scale: scaled: vehicle 0%, 10 µM genistein 100%. Potency, µM (doses to about 46.1 µM), inactives show at the highest dose activation, actives largely listed as activators. hit rate 1.1% among 380,000. AID 624202; also: potency is read from the fitted curve at half-maximal effect; nearly all actives have a fitted effect of over 80% in size; some results filed as inactive show a strong effect at the top dose
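Cells: MCF7-BRCA1-FFLuc, 2000/well. Exposure: 48 h, 37 °C, 5% CO2. Read: luminescence, 15 min post-substrate. Controls: genistein 10 microM (maximal activation), DMSO (neutral).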
B2AR arrestin = agonists driving beta-arrestin recruitment to human beta2-adrenergic receptor. beta-arrestin recruitment to beta2AR, cell-based reporter. Potency, µM (titrated, usually from 46.1 µM), for the others: top-dose activation, usual class: activators. hit rate 0.02% among 330,000. AID 492947;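 also: potency is read from the fitted curve at half-maximal effect; 0% = DMSO controls and full agonism = EC100 isoproterenol or metaproterenol; nearly all actives have a fitted effect of over 65% in size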
Target sequence (P07550 whole entry, looked up): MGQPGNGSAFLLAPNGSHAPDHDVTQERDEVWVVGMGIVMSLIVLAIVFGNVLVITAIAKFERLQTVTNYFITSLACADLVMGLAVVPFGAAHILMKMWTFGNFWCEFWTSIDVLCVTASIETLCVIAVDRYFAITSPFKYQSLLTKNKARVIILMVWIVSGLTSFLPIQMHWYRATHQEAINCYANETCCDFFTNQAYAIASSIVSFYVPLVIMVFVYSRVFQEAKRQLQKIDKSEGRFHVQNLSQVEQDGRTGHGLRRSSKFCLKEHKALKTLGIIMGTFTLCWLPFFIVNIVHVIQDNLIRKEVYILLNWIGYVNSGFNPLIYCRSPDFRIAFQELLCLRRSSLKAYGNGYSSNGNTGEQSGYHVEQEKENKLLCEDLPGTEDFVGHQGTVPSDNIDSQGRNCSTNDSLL
Eya2 inh = blocks the phosphatase activity of human Eya2. Potency, µM (highest dose often 76.9 µM), for inactives: at the top dose activity, negative = inhibition, usual class: inhibitors. O00167. hit rate 0.006% among 330,000. recombinant Eya2, OMFP fluorescence dephosphorylation (OMFP is methylfluorescein phosphate); also: potency is read from the fitted curve at half-maximal effect; % is scaled to controls: 0 for no effect and ±100 for the full control effect
Target sequence (O00167 whole entry, looked up): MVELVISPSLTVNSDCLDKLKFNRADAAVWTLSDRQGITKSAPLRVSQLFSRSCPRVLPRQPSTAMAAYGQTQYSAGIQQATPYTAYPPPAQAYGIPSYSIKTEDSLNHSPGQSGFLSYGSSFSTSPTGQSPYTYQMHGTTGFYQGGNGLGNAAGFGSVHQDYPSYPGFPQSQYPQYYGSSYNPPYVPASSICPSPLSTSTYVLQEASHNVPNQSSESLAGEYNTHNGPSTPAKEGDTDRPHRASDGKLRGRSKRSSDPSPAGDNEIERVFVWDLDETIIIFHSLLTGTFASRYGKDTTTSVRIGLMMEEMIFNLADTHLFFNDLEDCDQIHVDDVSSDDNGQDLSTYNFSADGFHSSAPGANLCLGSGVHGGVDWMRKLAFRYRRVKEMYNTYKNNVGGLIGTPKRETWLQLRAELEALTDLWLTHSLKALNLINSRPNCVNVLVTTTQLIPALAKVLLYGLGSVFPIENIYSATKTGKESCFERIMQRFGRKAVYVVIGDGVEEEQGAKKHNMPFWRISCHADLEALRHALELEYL
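Eya2 protein (added as 0.2 uM solution) was preincubated with compound for 10 min at ambient temperature in 50 mM HEPES pH 7.5, 50 mM NaCl, 5 uM MgCl2, 0.05% BSA, 1 mM DTT. OMFP (added at 50 uM) then reacted 10 min; fluorescence read at 485/525 nm.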
p53 reactivation = restores transcriptional activity of mutant p53; H1299 p53-A138V BP100-luciferase reporter, luminescence, 24 h; Potency, µM (highest dose often 92.2 µM), for inactives: at the highest dose activity change, positive = activation, usual class: activators; hit rate 0.063% among 320,000; AID 504706; also: potency is read from the fitted curve at half-maximal effect; % of control where 0% means no effect; nearly all actives have a fitted effect of over 45% in size
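p53-null H1299 cells stably carrying temperature-sensitive p53-A138V and a BP100-luciferase reporter were pinned with compounds (4-point, 1:5 series) and held 24 hrs at 37 deg C. Luminescence was read 10 min after detection reagent.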
Integrin act MD = integrin-mediated muscular dystrophy alleviation activation; alpha7betagal myoblasts, beta-gal FDG fluorescence, 48 h; Potency, µM (series often up to 38.3 µM), inactives show at the highest dose activation, most hits filed as activators; hit rate 0.064% among 350,000; AID 624291;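 also: potency is read from the fitted curve at half-maximal effect; 100% = response of the positive control SU9516; nearly all actives have a fitted effect of over 60% in size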
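alpha7betagal+/- myoblasts (passage 13, 250/well) treated 48 h at 37C with compounds at 1:260 dilution of DMSO stock. Lysed, then beta-galactosidase activity read as FDG fluorescence (ex 480/em 540) after 30 min, with pre-read for autofluorescence.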
uPA surface inh = blocks generation of uPA at the cell surface; cell surface uPA generation assay, qHTS; AID 540303; hit rate 0.31% among 330,000; Potency, µM (top dose mostly 38.3 µM), for the others: top-dose activity change, negative = inhibition, usual class: inhibitors; active = well fitted inhibition curve with a large enough effect; inconclusive = small, poorly fitted or top-dose-only effect; inactive = no such curve, though single readings can be large or run the other way; tested in mouse RAW 264.7 cells; also: potency is read from the fitted curve at half-maximal effect; % is scaled to controls: 0 for no effect and ±100 for the full control effect; nearly all actives have a fitted effect of over 55% in size
Active calls of the source: *; [ ] = remark or other dose. Unless noted, calls follow the shape of the dose curve; as a rule, active = well fitted curve in the direction sought with a large enough effect; inconclusive = small, poorly fitted or top-dose-only effect, or another doubt; inactive = no such curve, though single readings can be large; an effect the other way counts as inactive or inconclusive.

Screening CCN(CC)S(=O)(=O)c1ccc(C(=O)NNC(=O)C2COc3ccccc3O2)cc1 (stereo not given) returned S-ASM inh 1%, ELG1 genotox 0%, USP2a block 3%, PTAP TSG101 blk -1%, BRCA1 expr up 1%, B2AR arrestin -0.5%, Eya2 inh 6%, p53 reactivation 7%, Integrin act MD -5% and uPA surface inh 4%.
Screening CCOc1cc(/C=C2/N=C(c3ccc(C(C)(C)C)cc3)OC2=O)cc(Cl)c1OS(C)(=O)=O returned S-ASM inh 55%[activator], ELG1 genotox -2%, USP2a block -2%, PTAP TSG101 blk -6%, TRPV1 agonist -1, BRCA1 expr up -14%, B2AR arrestin -0.3%, Eya2 inh 6%, p53 reactivation 15% and Integrin act MD 0%.
CC1CCN(c2ccc(C(=O)NCCc3ccccc3)cn2)CC1 was read as S-ASM inh 1%, ELG1 genotox 15%, USP2a block 0%, PTAP TSG101 blk -2%, TRPV1 agonist inconclusive, BRCA1 expr up inconclusive, B2AR arrestin -0.5%, Eya2 inh -13%, p53 reactivation 16%, Integrin act MD -13% and uPA surface inh -14%.
`Cc1ccc(C)c(NCc2ccccc2CO)c1` gave S-ASM inh 0%, ELG1 genotox 0%, USP2a block 4%, PTAP TSG101 blk -6%, TRPV1 agonist 3, BRCA1 expr up 2%, B2AR arrestin -0.1%, Eya2 inh -3%, p53 reactivation -1%, Integrin act MD 2% and uPA surface inh -1%.
Screening O=C(NNC1=NCCCCC1)c1cccc([N+](=O)[O-])c1 returned S-ASM inh -2%, ELG1 genotox -1%, USP2a block 3%, PTAP TSG101 blk -1%, TRPV1 agonist 5, BRCA1 expr up -19%, B2AR arrestin -0.2%, Eya2 inh -5%, p53 reactivation 7%, Integrin act MD 21% and uPA surface inh -5%.
Screening COc1ccc(/C=C2\SC(=S)N(CCC(=O)NCCCn3ccnc3)C2=O)cc1 returned S-ASM inh 2%, ELG1 genotox 0%, USP2a block -1%, PTAP TSG101 blk 4%, TRPV1 agonist 2, BRCA1 expr up -30%, B2AR arrestin 0.3%, Eya2 inh 2%, p53 reactivation 7%, Integrin act MD -31% and uPA surface inh 2%.
For COc1ccc(CC(=O)NC(c2ccccc2)c2ccc(C)cc2)c(OC)c1 (stereo not given) the results were S-ASM inh -2%, ELG1 genotox -4%, USP2a block 0%, PTAP TSG101 blk 0%, TRPV1 agonist -1, BRCA1 expr up 0%, B2AR arrestin 4.0%, Eya2 inh -27%, p53 reactivation -7%, Integrin act MD -35% and uPA surface inh 1%.
Screening CNC(=S)N(Cc1ccc(OC)cc1)C1CC(=O)N(c2ccc(Cl)cc2)C1=O (stereo not given) returned S-ASM inh -17%, ELG1 genotox -10%, USP2a block -4%, PTAP TSG101 blk -6%, TRPV1 agonist 6, BRCA1 expr up -39%, B2AR arrestin 0.2%, Eya2 inh inconclusive, p53 reactivation -8%, Integrin act MD -10% and uPA surface inh 2%.
`Cn1c(CCNC(=O)c2ccco2)nc2cc(NC(=O)c3ccccc3Cl)ccc21` gave S-ASM inh 6%, ELG1 genotox 9%, USP2a block 3%, PTAP TSG101 blk -6%, TRPV1 agonist 1, BRCA1 expr up 8.9µM*, B2AR arrestin 0.1%, Eya2 inh -1%, p53 reactivation 9%, Integrin act MD inconclusive and uPA surface inh -2%.
For CCOC(=O)N1CCC(NC(=O)CSCc2nc(-c3sccc3C)oc2C)CC1 the results were S-ASM inh 1%, ELG1 genotox -2%, USP2a block 4%, PTAP TSG101 blk -1%, TRPV1 agonist 1, BRCA1 expr up -27%, B2AR arrestin -0.4%, Eya2 inh 5%, p53 reactivation 0%, Integrin act MD 4% and uPA surface inh 16%.
`Cc1ccc(Cl)cc1-c1ccc(C=Nc2ccc(N3CCOCC3)cc2)o1` gave S-ASM inh 0%, ELG1 genotox 0%, USP2a block 2%, PTAP TSG101 blk 0%, TRPV1 agonist -1, BRCA1 expr up -3%, B2AR arrestin -0.8%, Eya2 inh -12%, p53 reactivation -7%, Integrin act MD 21% and uPA surface inh -11%.
Screening C#CC(C)(CC)NC(=O)c1cc2nc(C3CC3)cc(C(F)(F)F)n2n1 (stereo not given) returned S-ASM inh -2%, ELG1 genotox 16%, USP2a block 3%, PTAP TSG101 blk 1%, TRPV1 agonist 9, BRCA1 expr up 67%, B2AR arrestin -0.2%, Eya2 inh -22%, p53 reactivation 12%, Integrin act MD inconclusive and uPA surface inh 3%.
Screening N=C1SCC(=O)N1c1ncc(Cc2cccc(Cl)c2)s1 returned S-ASM inh -2%, ELG1 genotox 7%, USP2a block 4%, PTAP TSG101 blk -1%, TRPV1 agonist 2, BRCA1 expr up -32%, B2AR arrestin -0.2%, Eya2 inh 13%, p53 reactivation -5%, Integrin act MD -73%[inhibitor] and uPA surface inh 6%.
`CCN(CC)c1ccc2cc(C=O)c(=O)oc2c1` gave S-ASM inh 253%[activator], PTAP TSG101 blk inconclusive, TRPV1 agonist inconclusive, BRCA1 expr up -16%, Integrin act MD -31% and uPA surface inh 1%.
`CC(C)CNC(=O)c1ccccc1NC(=O)c1ccccc1N(C)S(=O)(=O)c1ccccc1` gave S-ASM inh -1%, ELG1 genotox 0%, USP2a block 0%, PTAP TSG101 blk -4%, TRPV1 agonist inconclusive, BRCA1 expr up -9%, B2AR arrestin -0.1%, Eya2 inh -3%, p53 reactivation -3%, Integrin act MD -25% and uPA surface inh 4%.
Screening COc1cccc(NC(=O)c2ccc3nc(C)sc3c2)c1 returned S-ASM inh 1%, ELG1 genotox 23µM*, USP2a block 0%, PTAP TSG101 blk -2%, TRPV1 agonist 12, BRCA1 expr up 10%, B2AR arrestin 3.3%, Eya2 inh -2%, p53 reactivation -16%, Integrin act MD 16% and uPA surface inh inconclusive.
`COc1ccc(-n2nnnc2SCC(=O)NNC(=O)c2ccc([N+](=O)[O-])cc2)cc1` gave S-ASM inh 1%, ELG1 genotox -3%, USP2a block 2%, PTAP TSG101 blk 1%, TRPV1 agonist 0, BRCA1 expr up -18%, B2AR arrestin -0.3%, Eya2 inh -1%, p53 reactivation 2%, Integrin act MD 16% and uPA surface inh 2%.
Screening Cc1cc(NC(=O)CSc2nnc(-c3ccc(Cl)s3)o2)no1 returned S-ASM inh 3%, ELG1 genotox -3%, USP2a block 1%, PTAP TSG101 blk -9%, TRPV1 agonist -2, BRCA1 expr up 33%, B2AR arrestin -0.7%, Eya2 inh -5%, p53 reactivation inconclusive, Integrin act MD 2% and uPA surface inh -16%.
For O=C(CN(C(=O)CCC(=O)Nc1ccccn1)c1ccccc1F)NCc1ccc2c(c1)OCO2 the results were S-ASM inh 0%, ELG1 genotox -3%, USP2a block 0%, PTAP TSG101 blk 0%, TRPV1 agonist -2, BRCA1 expr up -5%, B2AR arrestin 0.3%, Eya2 inh -3%, p53 reactivation 1%, Integrin act MD -1% and uPA surface inh 0%.
`COc1ccc(S(=O)(=O)Nc2ccc(N3CCOCC3)cc2)cc1` gave S-ASM inh 6%, ELG1 genotox -4%, USP2a block -2%, PTAP TSG101 blk -8%, TRPV1 agonist -2, BRCA1 expr up 7%, B2AR arrestin 0.3%, Eya2 inh 11%, p53 reactivation 5%, Integrin act MD 11% and uPA surface inh 9%.
For O=C(C1CC1)N1CCc2cc(S(=O)(=O)NC3CCN(Cc4ccccc4)CC3)ccc21 the results were S-ASM inh 8%, ELG1 genotox -5%, USP2a block 1%, PTAP TSG101 blk -3%, TRPV1 agonist 1, BRCA1 expr up -35%, B2AR arrestin -0.5%, Eya2 inh 2%, p53 reactivation -2%, Integrin act MD 19% and uPA surface inh -2%.
Cc1ccc(S(=O)(=O)N2CCN(C(=O)COc3ccc(NC(=O)c4ccco4)cc3)CC2)cc1 was read as S-ASM inh -5%, ELG1 genotox -1%, USP2a block 3%, PTAP TSG101 blk 2%, TRPV1 agonist 1, BRCA1 expr up 15%, B2AR arrestin -0.1%, Eya2 inh 8%, p53 reactivation 3%, Integrin act MD 0% and uPA surface inh -6%.

As a working copy, some entries already given:
Screening O=C(NNC1=NCCCCC1)c1cccc([N+](=O)[O-])c1 returned S-ASM inh -2%, ELG1 genotox -1%, USP2a block 3%, PTAP TSG101 blk -1%, TRPV1 agonist 5, BRCA1 expr up -19%, B2AR arrestin -0.2%, Eya2 inh -5%, p53 reactivation 7%, Integrin act MD 21% and uPA surface inh -5%.
Screening COc1ccc(/C=C2\SC(=S)N(CCC(=O)NCCCn3ccnc3)C2=O)cc1 returned S-ASM inh 2%, ELG1 genotox 0%, USP2a block -1%, PTAP TSG101 blk 4%, TRPV1 agonist 2, BRCA1 expr up -30%, B2AR arrestin 0.3%, Eya2 inh 2%, p53 reactivation 7%, Integrin act MD -31% and uPA surface inh 2%.
